Screening results as filed in PubChem.
RECQ1 helicase = inhibitors of human RECQ1 DNA helicase; P46063; RECQ1 DNA unwinding, red fluorescence kinetic read; Potency, µM (titrated, usually from 57.3 µM), for the others: top-dose activity, negative = inhibition, hits mostly inhibitors; 240,000 tested, 0.54% active;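 further: plate controls were vehicle for no effect and no enzyme for full effect; nearly all actives have a fitted effect of over 30% in size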
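50 nM RECQ1T1 preincubated 15 min with compound in Tris pH 8.0 buffer with MgCl2, DTT, Tween-20 and 2.5 ug/ml poly(dI-dC); started with 200 nM TAMRA/BHQ-2 forked duplex and 2 mM ATP. Unwinding read as fluorescence (525/598 nm), two reads 2 h apart.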
KDM4E inh = JMJD2E (human) inhibition; B2RXH2; JMJD2E catalytic domain, FDH-coupled NADH fluorescence (FDH is formaldehyde dehydrogenase); Potency, µM (doses to about 57.1 µM), inactives show top-dose activity change, negative = inhibition, usual class: inhibitors; 230,000 tested, 1.6% active; AID 2147; active means well fitted inhibition curve with a large enough effect, not every such curve was filed as active; inconclusive means small, poorly fitted or top-dose-only effect, or another doubt; inactive means no such curve, though single readings can be large or run the other way;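 further: 0% = wells with enzyme and -100% = buffer wells without enzyme; nearly all actives have a fitted effect of over 50% in size; many of its hits are not listed in these tables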
LMNA splice mod = changes lamin A minigene splicing in HeLa cells | HeLa LMNA splicing GFP/RFP minigene ratio, 48 h | 200,000 tested, 0.01% active | AID 1487 | Potency, µM (top dose mostly 46.1 µM), inactives show at the top dose ratio change, negative = inhibition, usual class: inhibitors; active means well fitted inhibition curve with a large enough effect in the signal ratio, with a control signal flat, not every such curve was filed as active; inconclusive means small, poorly fitted or top-dose-only effect, or effect the other way, or a change in a side signal; the % refers to the signal ratio; further: on the % scale 0 is the no-effect control and ±100 the full control effect
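S3 HeLa stable clones carrying a lamin A-EGFP splicing minigene plus DsRed2 were seeded at 600 cells/well in Opti-MEM with 2% FBS, pin-dosed and incubated 48 h at 37°C. Acumen cytometry (488 nm) gave the GFP/RFP total-intensity ratio.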
L3MBTL1 inh = L3MBTL1 (human) inhibition. Potency, µM (titrated, usually from 57.1 µM), inactives show at the highest dose activity, negative = inhibition, most hits filed as inhibitors. AID 485360. AlphaScreen L3MBTL1–H3K9me1 peptide binding. Q9Y468. 230,000 tested, 0.66% active; further: on the % scale 0 is the no-effect control and ±100 the full control effect; nearly all actives have a fitted effect of over 60% in size
Target sequence (Q9Y468 whole entry, looked up): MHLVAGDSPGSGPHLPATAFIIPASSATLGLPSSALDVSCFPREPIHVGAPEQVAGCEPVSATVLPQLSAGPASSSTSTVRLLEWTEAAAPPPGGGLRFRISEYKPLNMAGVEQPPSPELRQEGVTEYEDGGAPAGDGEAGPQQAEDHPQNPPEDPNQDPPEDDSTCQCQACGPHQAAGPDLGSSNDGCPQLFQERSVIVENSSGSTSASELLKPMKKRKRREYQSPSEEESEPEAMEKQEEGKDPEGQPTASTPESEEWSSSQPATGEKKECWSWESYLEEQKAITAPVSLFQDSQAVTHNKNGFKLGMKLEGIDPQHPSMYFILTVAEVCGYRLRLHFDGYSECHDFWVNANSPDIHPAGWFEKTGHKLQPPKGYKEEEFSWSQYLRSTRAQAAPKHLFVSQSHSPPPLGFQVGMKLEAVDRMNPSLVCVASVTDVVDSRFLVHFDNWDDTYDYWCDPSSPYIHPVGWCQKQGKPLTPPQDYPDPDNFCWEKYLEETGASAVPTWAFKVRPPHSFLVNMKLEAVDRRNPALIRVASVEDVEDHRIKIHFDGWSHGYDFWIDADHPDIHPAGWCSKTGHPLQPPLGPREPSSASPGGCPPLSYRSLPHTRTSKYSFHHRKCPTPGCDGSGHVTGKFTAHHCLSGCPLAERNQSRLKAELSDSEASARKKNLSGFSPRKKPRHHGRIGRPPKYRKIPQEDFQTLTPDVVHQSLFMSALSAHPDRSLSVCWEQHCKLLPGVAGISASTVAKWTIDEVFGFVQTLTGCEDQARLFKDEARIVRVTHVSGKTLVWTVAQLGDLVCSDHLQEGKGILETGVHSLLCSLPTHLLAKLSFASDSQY
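L3MBTL1 (50 nM) pre-complexed 30 min with biotinylated H3(1-15)K9me1 peptide (75 nM), then compounds added for 30 min at room temperature; AlphaScreen streptavidin donor/nickel chelate acceptor beads (10 ug/mL final) read after 30 min dark incubation.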
SMN2 splice enh = increases expression of the SMN2 splice variant; HEK293 SMN2-luciferase splicing reporter, luminescence, 30-36 h; Potency, µM (top dose mostly 46.1 µM), for the others: at the top dose activity change, positive = activation, usual class: activators; 210,000 tested, 2.8% active; further: % of control where 0% means no effect; nearly all actives have a fitted effect of over 55% in size
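HEK293 cells carry an SMN2 […]–luciferase reporter in which exon 7 inclusion puts luciferase in frame. Cells were plated 10-12 h before compound addition, then incubated 30-36 h at 37C. ONE-Glo luminescence was read; sodium butyrate at 4.5 mM final served as control.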
Tau fibril ThT = blocks human tau fibril formation measured by thioflavin T; P10636; recombinant tau K18 P301L, heparin-induced fibrillization, ThT fluorescence; Potency, µM (top dose mostly 57.4 µM), inactives show at the highest dose activity, negative = inhibition, hits mostly inhibitors; 270,000 tested, 2.1% active; AID 1460; further: on the % scale 0 is the no-effect control and ±100 the full control effect; nearly all actives have a fitted effect of over 55% in size
Target sequence (P10636 561-689 P618L limits assumed): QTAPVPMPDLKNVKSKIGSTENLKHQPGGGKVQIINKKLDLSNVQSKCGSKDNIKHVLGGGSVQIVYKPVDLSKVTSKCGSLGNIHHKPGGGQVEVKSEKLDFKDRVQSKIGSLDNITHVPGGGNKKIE
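Using a mix of unlabeled (15 uM) and Alexa 594-labeled (0.24 uM) tau K18 P301L, heparin-triggered fibrillization over 6 hr at 37 C was scored by ThT fluorescence.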
ALDH1A1 inh = blocks purified human ALDH1A1 activity | P00352 | Purified ALDH1A1, NADH fluorescence, propionaldehyde substrate | Potency, µM (top dose mostly 75.3 µM), for the others: at the highest dose activity, negative = inhibition, most hits filed as inhibitors | 220,000 tested, 7.3% active; active means well fitted inhibition curve with a large enough effect, not every such curve was filed as active; inconclusive means small, poorly fitted or top-dose-only effect, or another doubt; inactive means no such curve, though single readings can be large or run the other way;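 further: plate controls were no enzyme wells and a reference inhibitor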
KinaseGlo FLuc = Kinase-Glo luciferase inhibition (counter-screen); Q27757; Kinase-Glo luciferase, ATP luminescence, 8 min; Potency, µM (highest dose often 38.3 µM), for inactives: at the top dose activity change, negative = inhibition, hits mostly inhibitors; 200,000 tested, 0.28% active; AID 1379; further: on the % scale 0 is the no-effect control and ±100 the full control effect; nearly all actives have a fitted effect of over 60% in size
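Compound is pinned into ATP-containing buffer (10 uM ATP, imidazole pH 7.2, 7 mM MgCl2). Kinase-Glo luciferase reagent is then added. Light output is recorded following an 8-min room-temperature incubation.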
An asterisk follows results filed as active; i = inactive; ? = inconclusive; · = no result given; [ ] = another dose, or the depositor's remark. Unless noted, the call rests on the fitted dose curve; in most records, active means well fitted curve in the direction sought with a large enough effect; inconclusive means small, poorly fitted or top-dose-only effect, or another doubt; inactive means no such curve, though single readings can be large; an effect the other way counts as inactive or inconclusive. Potency means the concentration at half of the fitted maximal effect.

no.	SMILES	Tau fibril ThT	RECQ1 helicase	KinaseGlo FLuc	LMNA splice mod	KDM4E inh	L3MBTL1 inh	ALDH1A1 inh	SMN2 splice enh
1	CCc1ccccc1NC(=S)N(Cc1ccco1)C(C)c1cccs1 (configuration not stated)	2%	i	-3%	·	6%	·	-9%	-15%
2	COc1ccc(NS(=O)(=O)c2cc(NC(=O)/C=C/c3cccs3)ccc2N2CCOCC2)cc1	-9%	-1%	5%	-5%	-21%	-15%	?	-18%
3	Cc1cccc(C)c1N(CC(=O)Nc1cccc(N(C)S(C)(=O)=O)c1)S(C)(=O)=O	-9%	4%	3%	8%	0%	-7%	22µM*	-32%
4	O=C(O)c1ccc(-n2c(-c3ccccc3)n[nH]c2=S)cc1	1%	3%	0%	-3%	?	-3%	?	-16%
5	Cc1ccc2c(c1)C1CN(C)CCC1N2C(=O)c1cccc(S(=O)(=O)N2CC(C)CC(C)C2)c1 (configuration not stated)	-12%	-3%	-3%	-7%[46 µM]	-14%	-7%	-7%	9%
6	N#C/C(=C\c1ccc(-c2cccc(C(F)(F)F)c2)o1)C(=O)Nn1cnnc1	?	-8%	-1%	-10%	3%	5%	3%	4%
7	CC(=O)Nc1ccc(C(=O)N/N=C/c2ccncc2)cc1	-20%	-5%	-2%	·	2%	·	0%	-16%
8	C=CCOC(=O)NC(CC(=Nc1ccc(OC)cc1)C(=O)OC)c1ccccc1 (configuration not stated)	-7%	i	-2%	·	8%	·	?	3%
9	COc1ccc(C2(C(=O)NCCCN(C)C)CCOCC2)cc1	-6%	-1%	0%	-4%	5%	-4%	5%	-14%
10	CCCC(c1nnnn1C1CCCC1)N1CCN(c2ccccc2F)CC1 (configuration not stated)	-9%	1%	0%	?	2%	-8%	?	-13%
11	Cc1cccc(C(=O)NNC(=O)/C=C/C(=O)O)c1	?	i	-1%	·	-4%	·	?	-4%
12	O=C(COC(=O)C1CSC2(c3ccc(F)cc3)CCC(=O)N12)NC(=O)NC1CCCC1 (configuration not stated)	-8%	-9%	1%	·	2%	2%	?	12%
13	OCC[n+]1ccc(/C=C/c2c[nH]c3ccccc23)cc1	?	5%	-4%	?	0%	0%	?	-8%[1.84 µM]
14	O=P(COCCCCCOCP(=O)(c1ccccc1)c1ccccc1)(c1ccccc1)c1ccccc1	-10%	0%	0%	·	7%	·	0%	-59%[inhibitor]
15	O=[N+]([O-])c1cccc(-c2csc(CS(=O)(=O)Cc3ccco3)n2)c1	-2%	-1%	·	?	14%	-13%	?	·
16	Cc1ccccc1SC1CCN(Cc2nc(C3CC3)no2)CC1	-7%	11%	0%	·	2%	19%	5%	·
17	COc1ccc(C2=Nn3c(nnc3-c3ccccn3)SC2)cc1	-9%	-11%	1%	?	-2%	?	3%	7%
18	CCSc1cc(C2C(C(=O)OC)=C(C)NC3=C2C(=O)CCC3)c(C)o1 (configuration not stated)	-11%	i	0%	12%	?	-1%	?	3%
19	Cc1cc(/C=N/NC(=O)C(=O)N2CCCC2)c(C)n1-c1cccc(Br)c1	?	i	·	?	1%	-6%	?	·
20	CC(C)C(=O)NC(Nc1cccc([N+](=O)[O-])c1)C(Cl)(Cl)Cl (configuration not stated)	-4%	i	4%	·	-28%	-7%	?	-20%
21	O=c1ccc2cc3ccoc3cc2o1	-9%	0%	1%	·	?	·	0%	·
22	COc1cccc(NC(=O)CC2SC(=Nc3ccccc3)NC2=O)c1 (configuration not stated)	-17%	-7%	3%	2%	3%	·	-11%	-15%
23	COc1cc(S(=O)(=O)N2CCN(c3ccccc3)CC2)ccc1Cl	-6%	0%	-3%	-10%	-3%	-8%	-2%	-4%
24	Cc1cc(C)cc(OCC(=O)Nc2ccc(S(=O)(=O)Nc3ccccn3)cc2)c1	-8%	i	-2%	-14%[46 µM]	?	-6%	-1%	-5%
25	CCCOc1ccc2ccccc2c1/C=N/n1cnnc1	-8%	2%	-1%	-5%	6%	1%	5%	-1%
26	Cc1ccccc1NC(=O)c1c(O)c2cccc3c2n(c1=O)CCC3	-2%	-2%	0%	3%	-1%	9%	7%	17%
27	CN(C)CCP(=O)(c1ccccc1)c1ccccc1	?	22%	1%	5%[46 µM]	-3%	10%	-9%	0%
28	Cc1cc(NC(=O)Cn2c(=O)n(Cc3ccccc3)c(=O)c3ccccc32)no1	-11%	0%	0%	-2%	3%	-8%	?	6%
29	COCc1cc(=O)n2[nH]c(-c3ccsc3-n3c(C)ccc3C)cc2n1	22µM*	?	-8%	8%	?	·	?	8%
30	COc1ccc(Br)cc1CNC(=O)CCc1nc(-c2ccccc2F)no1	4%	0%	1%	?	6%	2%	?	1%
31	Cc1cc(C)cc(-n2c(C)cc(/C=C3\C(=N)N4N=C(CC(C)C)SC4=NC3=O)c2C)c1	?	-10%	1%	?	?	-1%	?	-27%
32	COc1ccc(-c2noc(=O)n2CC(=O)N2CCC(Cc3ccccc3)CC2)cc1	-1%	i	-1%	·	16%	8%	25µM*	·
33	O=C(CCCCCN1C(=O)CCC1=O)Nc1ccc2c(c1)OCCO2	-6%	-10%	1%	-1%	4%	4%	5%	-9%
34	COc1ccc(-c2nnc3sc(-c4cccs4)nn23)cc1OC	-5%	i	1%	-1%	-4%	3%	8%	-31%[inhibitor]
35	O=C(CSc1ncc(-c2ccccc2)[nH]1)Nc1ccccc1F	-21%	-11%	0%	·	-4%	·	-5%	10%
36	S=C(NCc1cccnc1)Nc1ccc(Oc2ccc(Cl)cc2)cc1	-19%	4%	·	·	-12%	?	4%	·
37	O=C(O)/C(=C/c1ccco1)c1ccccc1	1%	20%	0%	0%[46 µM]	-6%	-2%	0%	14%
38	CCCN(CCC)CCCNC(=S)Nc1ccc2nc(N3CCCC3)cc(C)c2c1	-11%	31%[activator]	-5%	·	?	·	?	-2%
39	O=C(NC1CCCCC1)C(c1ccc2ncccc2c1)N(Cc1ccc2c(c1)OCO2)C(=O)c1cccs1 (configuration not stated)	-15%	-16%	-7%	-9%	-4%	-9%	5µM*	-8%
40	Cc1cc(C)c(S(=O)(=O)Nc2ccccc2C(=O)OCC(=O)NCc2ccccc2)c(C)c1	9%	i	2%	6%[46 µM]	·	3%	10%	-5%
41	Cc1cc(/C=C(\C#N)C(=O)Nc2ccccc2)c(C)n1-c1ccc(C(=O)O)cc1	-17%	-10%	·	·	?	-27%	1µM*	·
42	CCc1ccc(C(=O)CSc2ncn[nH]2)cc1	-8%	0%	-2%	7%	?	6%	?	2%
43	O=C(Nc1cccc(NC(=O)N2CCN(c3ccccc3)CC2)c1)N1CCN(c2ccccc2)CC1	?	-10%	3%	-10%	-7%	-13%	-7%	-30%
44	O=[N+]([O-])c1ccc(/C=C/C2=NN(c3ccccc3)C(c3ccco3)C2)cc1 (configuration not stated)	3.5µM*	-8%	-10%	?	-2%	-13%	2%	-29%
45	C/C(N)=C(/C#N)C(=O)COC(=O)c1cc2c(s1)CCCC2	3%	i	-4%	·	4%	·	-12%	24%
46	CC(C)N1C(=O)CCC1C(=O)NCc1ccccc1Cl (configuration not stated)	-10%	-11%	-3%	2%	-4%	4%	6%	11%
47	CCOC(=O)C1=C(C)NC(=S)NC1/C=C/c1ccccc1 (configuration not stated)	12%	-1%	6%	?	-1%	-10%	0%	-75%[inhibitor]
48	Cc1ccc2c(CC(=O)N3CCN(c4ccccc4)CC3)coc2c1	?	i	3%	·	-2%	-30%	-15%	-9%
49	CCOC(=O)N1CCC(C(=O)Nc2ccc(OCC)cc2)CC1	-7%	-5%	2%	?	-4%	10%	6%	-9%
50	O=Cc1ccc2noc(-c3ccc(Cl)cc3)c2c1	?	-16%	-1%	-1%	?	·	22µM*	-19%
51	Cc1ccc(/C=N/NC(=O)c2ccco2)cc1	-12%	i	·	·	-3%	12%	·	·
52	CCCNC(=O)COC(=O)c1ccccc1C(=O)c1ccc(Cl)c([N+](=O)[O-])c1	-16%	i	-1%	18%[46 µM]	1%	-28%	-6%	-28%
53	O=C(c1cn(-c2ccccc2)nc1-c1cccs1)N1CCN(c2ccccn2)CC1	?	-2%	1%	-15%	-23%	-4%[11.4 µM]	?	-36%[inhibitor]
54	Cc1cc2c(c(N3CCOCC3)n1)C(=O)OC2	-3%	i	-3%	-6%	?	·	?	-1%
55	O=C1c2ccccc2COc2ccc(O)cc21	?	-2%	-6%	4%	6%	-4%	?	-13%
56	Cc1ccc(-c2nc(-c3cccnc3)no2)cc1	-17%	-3%	-24%	5%	-2%	·	?	10µM*
57	Cc1ccc(Cn2nnc3c(=O)n(CC(=O)NCc4ccccc4)cnc32)cc1	8%	-5%	0%	·	-20%	1%	2%	-7%
58	CCOCCc1nnc(NC(=O)Cc2c(F)cccc2Cl)s1	4%	i	1%	12%[46 µM]	-4%	5%	0%	3%
59	Oc1ccc(N=Nc2ccc3c(c2)OCCO3)c2cccnc12	2µM*	-1%	-13%	·	?	?	1%	-55%[inhibitor]
60	CCc1ccc2nc(/N=C(\N)NC(=O)c3ccccc3)nc(C)c2c1	?	?	·	·	?	-3%	·	·
61	COc1cccc(-n2c(O)c(C=NCc3ccccn3)c3ccccc3c2=O)c1	6%	-5%	·	·	-4%	-5%	·	·

The list is partial. The share of hits here may be higher or lower than overall.
